# CAL PDZ FP-1: inhibitors of human CAL PDZ peptide binding; AID 602252; purified CAL PDZ, TMR-peptide fluorescence polarization, 1 h; 300,000 compounds, 0.92% hits; Q9HD26; inhibition, % at 24.9 µM;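 active means mean inhibition of at least 30% with at least half of replicates also reaching 30%; inconclusive means no clear call, values can overlap the other calls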;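 further: 0% = DMSO neutral control and 100% = excess unlabeled competitor peptide PRC23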
# PvdQ acylase: P. aeruginosa PvdQ acylase inhibition | inhibition, % at 10 µM | AID 488965 | 340,000 compounds, 0.063% hits | purified PvdQ acylase, fluorescence plate reader; in the data active means inhibition above about 30%, passing the limit was not always enough; inconclusive means no clear call, values can overlap the other calls;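 further: 0% = vehicle neutral wells and 100% = reference inhibitor wells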
# Rtt109 HAT inh: C. albicans Rtt109 histone acetyltransferase inhibition. Q5AAJ8. purified Rtt109/Vps75, ThioGlo CoA-SH fluorescence, 4 h. inhibition, % at 34.9 µM. 330,000 compounds, 0.16% hits. AID 540336;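 active means inhibition of at least 50% in every replicate; inconclusive means best replicate reaches 50% inhibition but some replicates fall short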
# Target sequence (Q5AAJ8 whole entry, looked up): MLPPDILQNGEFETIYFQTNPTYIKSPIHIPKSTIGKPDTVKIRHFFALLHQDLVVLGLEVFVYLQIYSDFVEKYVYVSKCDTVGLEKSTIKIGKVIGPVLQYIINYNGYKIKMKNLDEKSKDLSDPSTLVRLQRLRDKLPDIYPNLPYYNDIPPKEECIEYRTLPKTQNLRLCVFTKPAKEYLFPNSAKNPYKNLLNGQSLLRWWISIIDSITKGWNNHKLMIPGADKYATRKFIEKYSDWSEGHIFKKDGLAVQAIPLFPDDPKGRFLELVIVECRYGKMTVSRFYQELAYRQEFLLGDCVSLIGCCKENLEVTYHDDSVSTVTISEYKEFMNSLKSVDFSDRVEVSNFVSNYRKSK
# NSD2 inh: inhibitors of human histone methyltransferase NSD2; O96028; NSD2 peptide methylation, AlphaScreen, 120 min; inhibition, % at 12.5 µM; 310,000 compounds, 0.54% hits; AID 743445; in the data active means inhibition above about 50%
# SR-BI uptake up: SR-BI HDL lipid transfer activation | CHO ldlA[mSR-BI] cells, DiI-HDL uptake fluorescence, 3 h; 100 = double the neutral-control signal | activation, % at 12.5 µM | 320,000 compounds, 0.096% hits;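 active means mean replicate activation of at least 60% and every replicate at or above 60%; inconclusive means mean or all-replicate condition met, but not both; inactive means mean below 60% and not all replicates reaching 60%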;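 further: 0% = median plate neutral-control signal and 100% = twice that signal; values of inactives mirror those of a sister screen read the other way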
#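 Test system: SR-BI-overexpressing, LDLR-lacking CHO cells; Also added: labelled HDL, 10 µg/mL; Measured by: bottom-read cell fluorescence after medium removal, ex 550/em 595 nm; Timing: 3 h uptake period with compound, 37 °C; Buffer or medium: F12, 0.5% BSA, 25 mM HEPES; Doses: single compound concentration, delivered by pin transfer.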
# SR-BI DiI inh: inhibitors of mouse SR-BI mediated HDL lipid uptake; ldlA[mSR-BI] CHO cells, DiI-HDL uptake fluorescence, 3 h; inhibition, % at 12.5 µM; 320,000 compounds, 0.96% hits;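 active means mean replicate inhibition of at least 70% and a set share of replicates each scoring 70 or more; inconclusive means meets just one of the two criteria; inactive means fails both criteria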;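 further: 0% = median of neutral control wells and 100% = median of positive control wells; values of inactives mirror those of a sister screen read the other way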
# Target sequence (Q61009 whole entry, looked up): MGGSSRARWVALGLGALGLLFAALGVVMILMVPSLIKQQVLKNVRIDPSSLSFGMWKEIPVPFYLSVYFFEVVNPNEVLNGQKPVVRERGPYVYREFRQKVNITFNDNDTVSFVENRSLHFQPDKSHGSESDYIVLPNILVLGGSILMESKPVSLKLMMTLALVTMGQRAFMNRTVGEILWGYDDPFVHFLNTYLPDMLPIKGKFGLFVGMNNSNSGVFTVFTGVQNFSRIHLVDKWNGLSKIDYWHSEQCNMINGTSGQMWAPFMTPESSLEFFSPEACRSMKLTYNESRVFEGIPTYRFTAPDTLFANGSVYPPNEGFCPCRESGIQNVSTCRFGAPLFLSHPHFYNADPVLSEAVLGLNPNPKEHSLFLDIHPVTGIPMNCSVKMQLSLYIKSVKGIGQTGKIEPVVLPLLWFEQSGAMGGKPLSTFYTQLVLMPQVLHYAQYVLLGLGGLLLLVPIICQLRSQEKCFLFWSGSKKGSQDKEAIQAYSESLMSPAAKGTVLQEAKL
# dFosB activator: activators of mouse delta FosB homodimer. P13346. purified delta FosB, TAMRA-CDK5 oligo fluorescence polarization; percent of positive-control signal above neutral wells. activation, % at 25 µM. 340,000 compounds, 0.99% hits. AID 493131;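 active means mean activation above about 17%, with every replicate also reaching it, limit read from the data, passing the limit was not always enough; inconclusive means only one of the two conditions met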;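 further: fluorescence polarization rise as delta FosB binds a TAMRA Cdk5 AP-1 oligo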
# CAL PDZ FP-2: inhibitors of human CAL PDZ peptide binding; Q9HD26; purified CAL PDZ, TMR-peptide fluorescence polarization, 1 h; inhibition, % at 20 µM; 330,000 compounds, 0.02% hits; AID 504414;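 active means highest replicate inhibition of at least 40%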;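 further: plate controls were DMSO neutral control wells for no effect and unlabeled competitor peptide control wells for full effect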
#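 Assay system – tagged CAL PDZ protein CerCALP, purified · Timing – 1 h at RT · Compound – single point, 20 µM · Measured by – fluorescence polarization from S- and P-plane intensities, G-factor corrected · Evaluation – inhibition from polarization loss · Probe or stimulus – TMR reporter peptide T*-PRC34 · Buffer or medium – pH 7.4 phosphate-saline buffer, reducing agent, detergent, IgG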
# MITF act: MITF TRPM1 promoter activation in melanoma cells; SK-MEL-5 TRPM1-promoter luciferase, 24 h; % of positive control, neutral wells = 0; activation, % at 12.5 µM; 300,000 compounds, 0.75% hits; AID 588334;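 active means mean activation of at least 80% with every replicate also reaching 80%; inconclusive means mean reaches 80% but some replicate falls short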;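 further: 0% = neutral control wells and 100% = parthenolide positive control wells; values of inactives mirror those of a sister screen read the other way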
# PfHsp90 set2: growth inhibition of yeast expressing Plasmodium Hsp90; AID 504621; 310,000 compounds, 0.32% hits; inhibition, % at 9.4 µM; S. cerevisiae expressing PfHsp90, BacTiter-Glo ATP, 48 h; yeast lacking PDR1 and PDR3 efflux regulators;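 active means every replicate shows inhibition above about 80%, whatever the replicate mean, limit read from the data; inconclusive means mean inhibition reaches the set limit but some replicate falls short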;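 further: 0% = DMSO neutral controls and 100% = 20 µM radicicol positive controls; yeast relying on Plasmodium falciparum Hsp90 in place of its own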
# Starred values were filed as active, the others as inactive; ? = inconclusive; . = not tested or not shown.
mol,CAL PDZ FP-1,PvdQ acylase,Rtt109 HAT inh,NSD2 inh,SR-BI uptake up,SR-BI DiI inh,dFosB activator,CAL PDZ FP-2,MITF act,PfHsp90 set2
COCCNC(=O)C1=C(N)C(C(=O)Nc2ccc(C)c(S(=O)(=O)N3CCCCC3)c2)SC1=Nc1ccc(C)cc1C (configuration not stated),-1,4,58*,.,-39,39,-1,-1.5,-5,14
O=C1CC(c2ccc(F)cc2)Cc2nc(NCC3CCCO3)ncc21 (configuration not stated),5,-15,2,-1,13,25,3,-1.1,.,15
Cc1ccccc1NC(=O)C(C)OC(=O)c1ccccc1C(=O)N(C)c1ccccc1 (configuration not stated),-5,-7,-9,0,15,-15,-6,-2.8,0,.
CC(=O)Nc1ccc(Br)c(Cl)c1,-1,0,4,-2,5,-5,-5,-1.0,3,-19
CN(C)c1ccc(-n2cc3c(=O)n(C)c(=O)n(C)c3c2)cc1,-3,-15,-2,5,-15,15,-7,-0.3,70,1
Cc1c(C(=O)O)sc(S(=O)(=O)N2CCN(C(=O)Cc3ccccc3Cl)CC2)c1C(=O)O,0,-13,-20,0,6,-6,5,-0.3,-3,.
COc1ccc(NC(=S)/N=C(\N)Nc2nc(C)c3ccccc3n2)cc1,-5,8,4,22,-44,44,11,0.1,-34,14
O=[N+]([O-])c1ccccc1N(CC1CO1)S(=O)(=O)c1ccccc1 (configuration not stated),5,-6,-11,1,7,-7,3,-0.7,1,9
O=C1c2ccccc2C(=O)C12OC2c1ccc(Cl)cc1Cl (configuration not stated),-1,-2,6,-2,-10,10,0,-0.2,-60,-47
CCC(CC)C(=O)c1c[nH]c(C(=O)N2CCN(c3ccccc3F)CC2)c1,-4,-14,6,2,10,-10,-2,-0.8,3,-16
CCOc1ccc(/C=N/NC(=O)c2ccoc2C)cc1OC,182*,-17,-2,-2,-4,4,-8,-1.0,35,-24
COC(=O)c1cc(-c2c(-c3cc(OC)c(OC)c(OC)c3)noc2C)cc([N+](=O)[O-])c1,-3,11,14,.,-18,18,-1,-0.2,-2,-8
COc1ccccc1NC(=O)Cc1noc(CSc2nnc(C)s2)n1,-2,-4,-20,21,19,-19,2,-0.3,-8,10
CCn1c(SCC(=O)NC2CC2)nnc1-c1ccc(C)cc1,-1,-5,-2,-4,7,-7,-3,-3.0,13,2
O=C(COC(=O)c1ccccn1)NCc1ccc(Cl)cc1Cl,-6,-1,-3,-2,15,-15,-16,-0.4,8,-4
O=C(Nc1ccc2c(c1)nc1n2CCN(Cc2ccccc2)C1)NC1CCCCC1,.,-9,-5,-2,-37,37,-1,-1.3,3,16
COc1ccc(N=Cc2[nH]c3ccccc3c2O)cc1,-2,-4,.,9,-2,2,-2,-0.6,6,4
CCN(c1ccc(NC(=O)CCNC(=O)c2ccco2)cc1)C(C)C,-3,?,2,-1,4,-4,2,-1.0,-3,-11
Cc1ccc(-c2nn(-c3ccccc3)cc2CNCc2ccccc2)cc1,-3,-19,0,-3,-28,28,-50,-2.7,5,-14
Cc1ccc(S(=O)(=O)N(C)c2ccc(OC(=O)c3cccs3)cc2)cc1,.,-15,4,-1,4,-4,-10,-0.8,-10,.
Cc1c(C(=O)N/N=C/c2cccc(O)c2)nnn1-c1nonc1N,-4,-19,-4,0,-14,14,-1,-2.3,9,-19
Cc1cc(=O)oc2cc(Oc3ccc(C(N)=O)cc3[N+](=O)[O-])ccc12,.,-2,-8,.,.,.,-3,-1.3,-3,11
CCOC(=O)c1ccc(NC(=O)C2CCN(S(=O)(=O)c3ccccc3)CC2)cc1,-1,4,6,.,-35,35,0,-1.5,0,4
CCOC(=O)c1cnc(SC)nc1Oc1cccc(NS(=O)(=O)c2ccccc2)c1,4,7,5,1,-38,38,-3,-0.6,-27,-3
Nc1c(Cl)cc(C2=NCCn3c2c2ccc([N+](=O)[O-])cc2[n+]3[O-])cc1Cl,-5,1,3,.,-34,34,-2,-4.9,-22,-23
O=C(CCCCn1c(=O)c2ccccc2n(Cc2ccc(Cl)cc2)c1=O)NCc1ccco1,-3,-14,8,0,-12,12,-4,0.2,-16,-1
Cc1ccccc1OCCC(=O)N1CCN(S(=O)(=O)c2ccccc2F)CC1,-2,-9,-2,-3,-4,4,-3,-2.2,3,-22
Cc1ccc(CNC(=O)C2CCN(S(=O)(=O)c3cccnc3)CC2)cc1,-1,-13,-13,0,-22,22,-9,-0.8,21,-12
Cc1ccccc1-c1cc(C(=O)NCc2cccc(C(F)(F)F)c2)n(CC2CC(c3cccnc3)=NO2)n1 (configuration not stated),-7,-19,0,.,-18,18,-6,-1.5,-7,-14
O=c1c2c(nc3n1CCCCC3)-c1ccccc1CC21CCCC1,-4,5,6,.,-13,13,-6,-2.3,-6,0
OCCN(CCO)c1cc2c3ccccc3ccc2c2ccccc12,.,0,-9,0,-42,42,-10,0.7,-10,.
CCOC(=O)c1ccc2nc(NC(=O)c3ccco3)sc2c1,0,-7,-6,13,-38,38,-24,-4.5,27,10
NC(=S)N/N=C/c1ccc(Br)o1,-3,-6,1,-4,-38,38,0,-1.3,4,-3
Cc1ccc(NC(=O)CSc2nnc(C)n2CC2CCCO2)cc1 (configuration not stated),-4,7,.,-1,6,-6,-3,-1.3,-1,3
CCC(CC)NC(=O)Cc1ccc(F)cc1,1,-15,-1,1,19,-19,2,0.3,-10,-4
CCOc1ccc(/C=C2\CCC(C3CCCC3)C2=O)cc1OC (configuration not stated),4,0,.,0,-7,7,0,-2.7,48,7
COc1cccc(C2=NOC(C(=O)Nc3ccc4c(c3)OCO4)C2)c1OC (configuration not stated),1,-10,1,2,41,-41,-1,-5.8,-2,0
O=C(CCC(=O)N1CCOc2ccccc21)NCCCN1CCCCC1,.,-5,-8,.,23,-23,2,-0.2,.,-1
COc1ccccc1NC(=O)CCN1C(=O)C2CC=CCC2C1=O (configuration not stated),.,-9,3,0,-3,3,0,-1.3,-6,-11
CC1(c2nnc(Cc3ccccc3)o2)CC(c2ccc(F)cc2)=NO1 (configuration not stated),-2,1,1,.,4,-4,3,0.1,1,.
Cc1cccc(S(=O)(=O)N2CCCc3ccccc32)c1,-15,-11,-5,-5,-2,2,-2,-0.5,-4,-7
CC(=O)NC1C(=O)N(C)c2ccc(Br)cc21 (configuration not stated),.,-16,0,1,16,-16,-6,-0.7,7,-40
CCNS(=O)(=O)c1ccc(C(=O)OCC(=O)N2CCCc3ccccc32)cc1,-3,-22,-12,1,.,-19,-8,-1.6,-3,44
CC(C)C[C@H]1CNC(=S)N1CC1CCCN1C[C@H](Cc1ccc(O)cc1)N1C[C@H](Cc2ccccc2)N(CC2CCCCC2)C1=S (some centres not stated),1,-10,-3,.,-1,1,?,-0.6,-30,-22
O=C(CSc1nnc(-c2ccco2)n1Cc1ccco1)NCc1cccs1,-3,-8,-6,1,-10,10,-3,-1.0,-8,12
O=S(=O)(Nc1ccccc1N1CCOCC1)c1ccccc1C(F)(F)F,-3,-15,2,-2,9,-9,0,0.4,-2,-7
Cc1ccc2c(c1)nnn2C1CCN(C(=O)NCc2ccccc2)CC1,0,-13,3,-2,6,-6,-3,-0.7,4,-15
COc1cc(OC)cc(C(=O)NC(C(=O)NCCc2ccccn2)C(C)C)c1 (configuration not stated),-18,-1,11,-4,10,-10,2,0.5,1,15
Cc1ccc(NS(=O)(=O)c2c(C)ccc3nsnc23)c([N+](=O)[O-])c1,-4,6,-6,1,15,-15,-5,-0.7,2,14
O=C(c1ccccc1)N1CCN(c2ccc([N+](=O)[O-])cc2-n2cccc2)CC1,-5,-4,17,4,-54,54,-8,-1.1,.,-2
COc1ccc(CCNC(=O)CCCOc2cccc(C)c2C)cc1OC,.,-9,-1,-1,.,.,-9,-1.5,1,-23
CN(C)c1ccnc2sc(C(=O)c3ccc(Br)cc3)c(N)c12,-3,9,.,-4,-31,31,-6,-2.7,73,2
COc1ccccc1/C=C/C(=O)Nc1cccnc1Cl,-3,-8,-1,3,-59,59,-18,-1.3,69,4
CC(CCc1ccco1)NC(=O)CCc1nnc2ccc(NCc3ccc(Cl)cc3)nn12 (configuration not stated),-4,-7,17,-2,-21,21,-2,-2.9,-9,-12
O=C1c2cccc3cccc(c23)C(=O)N1OS(=O)(=O)c1ccc(Cl)cc1,0,-7,-22,.,8,-8,-6,-2.8,-12,-3
CC(=O)NNC(=O)c1csc(Cc2c(Cl)sc3ccc(Cl)cc23)n1,-2,-16,-3,5,.,.,-31,-2.2,.,-8
Cn1c(CCN2CCCCC2)nc2cc(NS(=O)(=O)c3ccc(F)cc3)ccc21,1,16,6,6,8,-8,9,-1.6,.,.
COc1ccccc1-n1cnnc1SCC(=O)NCC1CCCO1 (configuration not stated),-4,5,10,0,26,-26,4,-2.2,1,-3
CCN(CC)CC(=O)Nc1sc(C)cc1C(=O)c1ccc(C)cc1,.,-7,15,3,-46,46,-2,-0.1,-7,17
O=C(OCc1ccc(Cl)cc1)c1cccnc1Cl,1,15,-8,-2,9,-9,7,-1.2,12,-10

# Other compounds.
mol,CAL PDZ FP-1,PvdQ acylase,Rtt109 HAT inh,NSD2 inh,SR-BI uptake up,SR-BI DiI inh,dFosB activator,CAL PDZ FP-2,MITF act,PfHsp90 set2
CCN1CCN(c2ccc(S(=O)(=O)N3CCOCC3)cc2NC(=O)c2ccc(C)c(C)c2)CC1,-3,-3,10,7,2,-2,-8,-2.5,5,18
COc1ccc(N2C(=O)CC(NCc3cccs3)C2=O)cc1 (configuration not stated),-5,-4,-2,.,0,0,-1,-0.2,-4,-24
O=C(O)c1cccc(C(=O)O)c1Br,2,-15,3,.,-4,4,5,0.4,-3,-19
CCNC(=O)/C(C#N)=C/c1c(N2CCN(c3ccc(OC)cc3)CC2)nc2c(C)cccn2c1=O,-3,7,-12,8,12,-12,-6,0.2,0,11
COc1cccc(C(=O)Nc2nnc(-c3cccs3)o2)c1,.,6,-4,.,13,-13,-9,-0.5,3,-5
CCCCc1cc(=O)oc2cc(C)cc(OC(C)C(=O)NCc3cccnc3)c12 (configuration not stated),-4,-11,-5,-3,6,-6,-19,-2.7,-11,-18

# Screening data (PubChem BioAssay)
